LAP4-GFP MLPCN: yeast TOR pathway LAP4-GFP modulation. S. cerevisiae LAP4-GFP multiplex, flow cytometry GFP, 3 h; median GFP as percent of DMSO wells. GFP response vs DMSO, % at 10 µM. 0.34% of 320,000 active. AID 2023;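 active = GFP response vs DMSO above a set limit, about the screen mean plus 3 SD, cut at about 150% in these data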
MEP2-GFP yeast: yeast TOR pathway MEP2-GFP modulation. GFP response vs DMSO, % at 10 µM. S. cerevisiae MEP2-GFP strain, flow cytometry GFP, 3 h; 100% = DMSO control level. 0.51% of 330,000 active. AID 2016;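 active = GFP response versus DMSO above a set limit, roughly screen mean plus 3 SD, cut at about 180% in these data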;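 note: median GFP fluorescence of the barcode-gated MEP2-GFP cells per well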
RPL19A-GFP yeast: yeast TOR pathway RPL19A-GFP modulation; 0.3% of 330,000 active; percent response vs DMSO, % at 10 µM; S. cerevisiae RPL19A-GFP strain, flow cytometry, 3 h; hits give low values;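 active = percent response vs DMSO below 50%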;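 note: median channel GFP fluorescence of the barcoded RPL19A-GFP strain; ratio of sample median GFP to plate DMSO average so 100% = DMSO; lower means less RPL19A-GFP as with rapamycin TOR inhibition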
AHR act: activates the human aryl hydrocarbon receptor. P35869. AHR-responsive luciferase reporter cells, luminescence. activation, % at 5 µM. 2.5% of 320,000 active; in the data active = activation above about 47%;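 note: 0% = vehicle wells and 100% = reference agonist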
procasp7 counter: counter-screen: procaspase-7 (human) activation; P55210; recombinant procaspase-7, Ac-DEVD-pNA absorbance 405 nm; D23A/D198A/D206A triple mutant, cannot self-cleave; scale: DMSO 0, 5 µM enzyme 100; activation, % at 8.5 µM; 0.093% of 330,000 active;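 active = percent activation above the screen-wide mean plus 3 SD, cut at about 25% in these data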
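Assay system – Uncleavable procaspase-7 mutant enzyme · Quantity – 2 µM procaspase-7 mutant as dispensed · Times – 1 h preincubation, 2 h reaction · Dosing – single nominal 8.5 µM compound dose, 0.8% DMSO final · Buffer or medium – Zinc-free 50 mM HEPES buffer, pH 7.4, with NaCl and Triton X-100 · Detection – Epi-absorbance of released pNA at 405 nm, two timepoints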
ZTA DNA inh: blocks Epstein-Barr virus ZTA, an EBNA-1 counter-screen; ZTA-DNA binding, fluorescence polarization; inhibition, % at 11 µM; 0.15% of 320,000 active; AID 2234; in the data active = inhibition above about 33%
procasp3 activ: activators of human procaspase-3; P42574; recombinant procaspase-3 D3A, Ac-DEVD-pNA absorbance 405 nm; activation, % at 8.5 µM; 0.11% of 330,000 active;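 active = activation above the mean of all tested compounds plus 3 SD, cut at about 21% in these data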;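 note: 0% = DMSO alone and 100% = DMSO wells spiked with extra 5 µM PC-3 D3A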
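Assay system – Procaspase-3 D3A mutant, all three cleavage aspartates alanine · Controls – DMSO-only low control, 5 µM PC-3 D3A high control · Schedule – 1 h compound preincubation, 2 h substrate hydrolysis at 25 °C · Signal – 405 nm absorbance of p-nitroaniline, reads at 0 and 120 min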
EBNA-1 inhibitor: blocks EBNA-1 binding to DNA | EBNA-1 DNA binding, fluorescence polarization | inhibition, % at 14.8 µM | 0.34% of 300,000 active; in the data active = inhibition above about 28%
Numbers without * were called inactive; x = no result given; [ ] = remark or other dose.

Below each SMILES – LAP4-GFP MLPCN	MEP2-GFP yeast	RPL19A-GFP yeast	AHR act	procasp7 counter	ZTA DNA inh	procasp3 activ	EBNA-1 inhibitor
c1ccc2c(c1)CSc1ccccc1C2C1=NCCN1 (configuration not stated)
 : 97.3	106.2	105.7	-1.1	-0.8	9.2	-5.2	-3.3
O=C(O)[C@H]1NC[C@H]2C[C@H]21
 : 96.0	100.5	94.9	3.1	5.6	-4.1	2.2	6.3
CCCCCn1c(=O)c(C(=O)NCc2ccc(Cl)cc2)c(O)c2ccccc21
 : 101.8	110.5	110.0	4.2	-1.8	13.0	6.8	2.0
C=CCN1CC[C@]23c4c5ccc(O)c4OC2C(O)CC[C@@]3(O)[C@H]1C5 (some centres not stated)
 : 110.0	99.0	101.5	0.7	-2.5	x	6.1	x
CCN(C(=O)COC(=O)c1cc(C)n(C2CC2)c1C)c1ccccc1
 : 90.1	97.1	96.4	-0.1	-13.7	1.9	-5.8	x
COCCO[C@H]1CCC2C3CC=C4C[C@@H](O)CC[C@]4(C)C3CC[C@@]21C (some centres not stated)
 : 91.7	87.3	99.2	0.5	-5.7	x	1.2	x
Cc1ccc(Sc2ccc(C=C3C(=O)N(C)C(=O)N(C)C3=O)o2)cc1
 : 133.5	100.2	97.1	0.3	3.0	3.8	0.8	10.7
CCOC(=O)C(O)(c1ccc(NC(=O)Oc2ccccc2)cc1)C(F)(F)F (configuration not stated)
 : 104.6	118.9	100.4	-0.7	-17.6	-8.0	-3.1	7.1
CCN(CC)CCCNC(=O)c1c(O)c2ccccc2n(Cc2ccccc2)c1=O
 : 92.3	90.2	87.2	0.6	-7.2	14.9	-0.8	-2.3
CCOc1ccc(-n2c(-c3ccoc3)nc3ccccc3c2=O)cc1
 : 99.4	100.6	96.7	-3.6	-2.8	-2.7	3.3	9.2
COC(=O)C1=C(c2ccc(S(C)(=O)=O)cc2)C[C@@H]2CC[C@H]1N2C(=O)NCc1ccc(F)cc1
 : 95.1	102.5	98.6	0.0	0.9	4.8	-3.1	4.4
O=C(c1ccc2c(c1)ncn2C1CCCCCC1)N1CCC2(CC1)OCCO2
 : 97.9	101.0	97.1	5.2	2.4	7.5	-9.4	-12.7
Cc1cccc(N2CCN(Cc3ccc4c(c3)OCO4)CC2)c1C
 : 101.3	111.5	109.1	0.0	-0.9	-17.1	-1.7	-19.4
Oc1ccccc1/C=N/NP(=S)(c1ccccc1)c1ccccc1
 : 99.5	97.3	99.2	0.2	2.9	14.7	-5.8	-6.5
CCN(CC)S(=O)(=O)c1ccc(N=Cc2c(O)n(-c3ccccc3)c(=O)[nH]c2=O)cc1
 : 86.6	92.1	90.1	2.2	-7.5	5.0	-7.9	-8.4
NCCc1c(Cc2ccccc2)[nH]c2ccccc12
 : 103.3	94.1	98.6	7.7	8.0	-8.4	15.6	-5.0
CC(=O)c1ccc(OC(C)C)c(Cc2c(O)[nH]c(=S)[nH]c2=O)c1
 : 93.7	94.7	95.7	-0.4	-17.4	14.1	-10.8	0.1
C[C@]12CC[C@H](O)CC1=CC[C@@H]1[C@@H]2CC[C@@]2(C)[C@H]1CC[C@]2(C)O
 : 128.5	93.7	98.1	12.1	12.9	-7.7	7.8	-8.6
Cc1ccsc1C(=O)C1CCCN(Cc2ccc(O)cc2)C1 (configuration not stated)
 : 99.6	107.7	94.6	2.1	4.2	1.6	1.1	3.2
OC(Cn1c2ccccc2c2ccccc21)C[n+]1ccccc1 (configuration not stated)
 : 99.1	101.0	101.9	0.4	-1.8	5.5	-2.1	1.4
C[C@]12CCC(=O)C=C1CCC1C2CC[C@@]2(C)C1CC[C@@]2(O)CC#N (some centres not stated)
 : 107.5	97.0	98.8	-0.4	10.9	8.3	8.2	8.6
CC(=O)C1=C(C)OC(N)=C(C(=O)OC(C)C)C12C(=O)Nc1ccccc12 (configuration not stated)
 : 92.8	97.0	94.0	25.0	7.6	-13.1	-1.0	-12.0
Cc1ccc(S(=O)(=O)N2CC3CC(C2)c2cccc(=O)n2C3)cc1 (configuration not stated)
 : 101.2	100.2	103.3	-0.8	9.4	-3.6	9.1	1.3
Cc1cc(-c2ccccc2)cc(-c2ccccc2)[n+]1CCc1ccccc1
 : 114.1	103.4	109.7	-0.1	4.3	-13.3	6.1	-0.1
COC(=O)C(O)(c1ccc(NC(=O)Oc2ccccc2)cc1)C(F)(F)F (configuration not stated)
 : 102.5	107.4	107.2	1.1	1.7	5.2	-7.1	7.6
CCC(=NCCc1c[nH]c2ccccc12)c1c(O)n(C)c(=O)n(C)c1=O
 : 106.9	103.9	103.0	-2.9	-16.8	-12.0	-1.9	-7.2
CC(C(=O)c1c[nH]c2ccccc12)N1CCN(C(=O)c2ccco2)CC1 (configuration not stated)
 : 115.5	107.1	108.2	6.1	1.6	3.6	4.1	-5.2
C[N+]12CN3CN(CN(C3)C1)C2
 : 94.6	97.8	97.1	-2.4	3.9	1.5	1.9	2.2
CN1CCN(Cc2nc3ccccc3n2C)CC1
 : 99.1	98.0	90.7	10.0	-4.8	5.9	2.7	-7.1
COC(=O)C1=C(c2ccc(F)cc2F)C[C@@H]2CC[C@H]1N2C(=O)NCCOc1ccc(OC)cc1
 : 90.8	91.3	95.2	5.9	2.0	-0.9	7.6	x

A portion of the results above:
Below each SMILES – LAP4-GFP MLPCN	MEP2-GFP yeast	RPL19A-GFP yeast	AHR act	procasp7 counter	ZTA DNA inh	procasp3 activ	EBNA-1 inhibitor
CCN(CC)CCCNC(=O)c1c(O)c2ccccc2n(Cc2ccccc2)c1=O
 : 92.3	90.2	87.2	0.6	-7.2	14.9	-0.8	-2.3
CCOc1ccc(-n2c(-c3ccoc3)nc3ccccc3c2=O)cc1
 : 99.4	100.6	96.7	-3.6	-2.8	-2.7	3.3	9.2
COC(=O)C1=C(c2ccc(S(C)(=O)=O)cc2)C[C@@H]2CC[C@H]1N2C(=O)NCc1ccc(F)cc1
 : 95.1	102.5	98.6	0.0	0.9	4.8	-3.1	4.4
O=C(c1ccc2c(c1)ncn2C1CCCCCC1)N1CCC2(CC1)OCCO2
 : 97.9	101.0	97.1	5.2	2.4	7.5	-9.4	-12.7

Carrying on.
Below each SMILES – LAP4-GFP MLPCN	MEP2-GFP yeast	RPL19A-GFP yeast	AHR act	procasp7 counter	ZTA DNA inh	procasp3 activ	EBNA-1 inhibitor
CN(C)CCN=Cc1c(O)n(-c2cccc(C(F)(F)F)c2)c(=O)[nH]c1=O
 : 107.5	102.7	98.6	-3.5	-8.0	-8.4	0.4	-18.4
CCCOC(=O)c1ccc(-[n+]2c(-c3ccccc3)cc(-c3ccccc3)cc2-c2ccccc2)cc1
 : 102.6	98.6	108.0	-4.6	10.0	-19.5	6.5	-5.5
O=C(CCC(=O)N1C[C@H]2C[C@@H](C1)c1cccc(=O)n1C2)NCc1ccccc1C(F)(F)F
 : 106.5	101.6	104.9	-0.6	0.1	0.1	6.0	x
COc1ccc(CN2CCCC(C(=O)c3sccc3C)C2)cc1O (configuration not stated)
 : 98.2	87.6	95.7	2.6	-1.4	-5.6	8.8	-9.4
O=c1[nH]c(=O)n(CCc2ccc(F)cc2)c(O)c1/C=N/N1CCCCC1
 : 103.2	96.5	95.4	-1.1	-0.1	2.3	-0.1	2.8
Cc1ccnc(-n2c(C)cc(/C=C3\C(=O)NC(=S)N(C)C3=O)c2C)c1
 : 106.9	146.8	91.8	0.6	-9.7	12.5	-0.7	-2.8
C[C@]12CCC3C(CC[C@H]4C[C@@H](O)CC[C@]34C)C1CC[C@@H]2OC(=O)[C@H](N)CCCCN (some centres not stated)
 : 107.4	101.7	101.8	-0.4	-0.4	x	2.2	x
C=CCN(CC=C)Cc1c[nH]c2ccccc12
 : 99.0	97.2	95.9	18.1	-11.3	-3.5	-8.1	2.7
Cc1ccc(S(=O)(=O)NCCC(=O)Nc2ccc(Cl)cc2C(=O)c2ccccc2)cc1
 : 91.2	96.5	96.8	-2.4	1.7	-3.1	-3.0	-10.2
CC1CC(OC(=O)c2ccccc2)(c2ccccc2)C(C)CN1C (configuration not stated)
 : 103.9	109.0	102.4	-2.2	0.7	1.0	0.0	11.0
O=C1NC(=O)C(=Cc2ccc(SC3CCCCC3)o2)C(=O)N1
 : 141.6	84.2	60.5	0.2	-8.8	-19.3	-10.3	8.1
CC(C(=O)c1c[nH]c2ccccc12)N1CCSCC1 (configuration not stated)
 : 98.7	104.7	97.7	12.5	-6.4	-19.9	2.6	-9.1
COc1ccccc1OCC#CCN1CCCC1
 : 84.4	94.6	88.7	2.3	-1.2	-5.0	5.1	1.3
O=C1NC(=O)N(c2ccc3c(c2)OCO3)C(=O)/C1=C\c1ccc(-c2ccccc2C(=O)O)o1
 : 96.0	92.8	103.0	3.8	-21.0	1.1	-5.9	-11.5
CSc1nc2ccc(C)cc2c(=O)n1-c1cccnc1
 : 119.0	107.0	98.6	17.3	-2.8	1.6	-3.9	-6.9
Cc1ccccc1NP(=O)(Oc1ccccc1F)Oc1ccccc1F
 : 90.5	102.5	101.2	0.1	-0.5	-2.0	-7.0	-2.5
CC(C)(C)NC(=O)C1CC2CCCCC2CN1 (configuration not stated)
 : 98.3	100.7	101.8	-2.7	3.4	7.3	-3.6	6.5
CC(=NCc1cccnc1)c1c(O)n(C2CCCCC2)c(=O)[nH]c1=O
 : 102.7	113.0	95.5	1.1	-11.1	7.5	-1.1	3.7
CCC(=NCC1CCCO1)c1c(O)n(-c2ccc(OC)cc2)c(=O)[nH]c1=O (configuration not stated)
 : 120.9	104.5	103.0	-0.2	1.9	9.9	0.6	5.0
CCC(=NCC1CCCO1)c1c(O)n(-c2ccccc2)c(=O)[nH]c1=O (configuration not stated)
 : 100.9	106.9	98.2	-3.1	7.3	9.8	9.4	-2.2
COC(=O)C1=C(c2ccc(OC)c(OC)c2)C[C@@H]2CC[C@H]1N2C(=O)N1CCC(O)CC1
 : 99.7	100.0	98.4	-0.6	3.2	3.9	1.1	x
CCOC(=O)c1c(-n2c(C)cc(C=C3C(=O)NC(=S)NC3=O)c2C)sc2c1CCCC2
 : 104.7	91.7	95.7	0.2	-19.7	-10.2	-12.4	3.1
O=C(C[N+]12CCC(CC1)C(CO)C2)c1ccc([N+](=O)[O-])cc1 (configuration not stated)
 : 107.4	106.5	103.5	2.5	0.8	-13.6	-0.1	3.5
Cc1cnc(-n2c(=S)[nH]c3ccccc3c2=O)s1
 : 107.3	106.6	102.2	124.7*	-1.6	11.8	-0.4	x
COc1ccccc1C1CC2CCC(C1OC(C)=O)N2Cc1ccccc1 (configuration not stated)
 : 84.7	101.3	103.1	-0.2	14.0	21.3	1.2	-11.0
CC(=NCc1ccc2c(c1)OCO2)c1c(O)n(-c2ccccc2)c(=O)[nH]c1=O
 : 76.4[may fluoresce violet]	80.2[may fluoresce violet]	84.3[may fluoresce violet]	8.9	-0.3	2.0	-6.5	6.0
Fc1ccc(Cn2nnnc2C(c2ccc(Cl)cc2)N2CC=C(c3ccc(F)cc3)CC2)cc1 (configuration not stated)
 : 99.8	95.4	98.2	-4.3	7.3	-14.3	14.4	-4.6
COC(=O)C1=C(c2ccc(OC(F)(F)F)cc2)C[C@@H]2CC[C@H]1N2C(=O)NC1Cc2ccccc2C1
 : 103.6	95.6	97.8	0.9	-4.5	7.3	2.7	x
CN1CCN(c2ccc(C(N)=O)cc2[N+](=O)[O-])CC1
 : x	x	x	2.9	-3.5	1.3	8.5	-4.3
COC(=O)C1=C(c2ccccc2)C[C@@H]2CC[C@H]1N2C(=O)NCc1ccccc1
 : 145.3	99.2	103.4	-1.1	-8.5	-7.2	0.6	10.7
CC(=NCc1cccnc1)c1c(O)n(-c2ccccc2)c(=O)[nH]c1=O
 : 99.0	97.0	100.0	3.4	-3.0	-17.3	-6.7	-8.1

An excerpt. The share of hits here may be higher or lower than overall.
